Source: PubChem (The Scripps Research Institute Molecular Screening Center)
GPR151 activ – activators of human GPR151 | hit rate 1% among 650,000 | PathHunter beta-arrestin GPR151 cells, luminescence | activation, % at 11.2 µM; in the data active = activation above about 4.9%;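 note: 0% = median of compound wells and 100% = cells with positive control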
Target sequence (Q8TDV0 whole entry, looked up): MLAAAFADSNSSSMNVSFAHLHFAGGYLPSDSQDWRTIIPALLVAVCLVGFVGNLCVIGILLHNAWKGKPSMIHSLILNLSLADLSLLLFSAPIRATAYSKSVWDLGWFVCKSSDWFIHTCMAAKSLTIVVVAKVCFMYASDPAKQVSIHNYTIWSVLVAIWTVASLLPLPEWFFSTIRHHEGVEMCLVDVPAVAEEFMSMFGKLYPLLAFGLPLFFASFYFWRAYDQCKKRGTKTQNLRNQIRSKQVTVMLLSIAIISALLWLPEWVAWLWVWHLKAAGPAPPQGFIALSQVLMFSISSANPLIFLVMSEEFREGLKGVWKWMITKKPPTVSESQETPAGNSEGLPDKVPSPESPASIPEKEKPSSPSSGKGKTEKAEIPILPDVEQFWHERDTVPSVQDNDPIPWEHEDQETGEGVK
* hit, by the source's call. Some of the compounds tested (hit frequency here may not be typical).

c1cc(C2=NCCN2)cc(-c2cc(-c3ccc(C4=NCCN4)cc3)no2)c1
  GPR151 activ: 0.0
Cc1ccc(Oc2ccc(NC(=O)CNc3ccccc3N3CCCC3=O)cc2)cc1
  GPR151 activ: 1.4
N#Cc1ccc(-c2cnc(N)c(-c3ccc(C(N)=O)cc3)n2)cc1
  GPR151 activ: 0.6
O=C(NCc1ccco1)N1CCN(Cc2ccc(Cl)s2)CC1
  GPR151 activ: -1.9
N#CCN(CCCCN1CCN(c2ccc(F)cc2)CC1)C(=O)OCc1ccccc1
  GPR151 activ: 0.5
Cc1nn(C(=O)Nc2cccc(C(F)(F)F)c2)c(C)c1Sc1ncccn1
  GPR151 activ: 3.1
CCOc1ccc(-c2nc(CNCCc3ccc(F)cc3)cs2)cc1
  GPR151 activ: 3.9
CC(C)(C(=O)Nc1ccc(F)cc1)n1cc(-c2ccccc2F)cn1
  GPR151 activ: 1.5
CC(C)C(NC(=O)Cc1cccc2ccccc12)C(=O)Nc1cccc(C#N)c1 (configuration not stated)
  GPR151 activ: 2.2
Cc1nn(C)cc1C(C)Nc1nncc(-c2ccc(C(F)(F)F)cc2)n1 (configuration not stated)
  GPR151 activ: -1.1
Cc1cc(NC(=O)c2ccc(S(=O)(=O)N(Cc3ccccc3)C(C)C)cc2)no1
  GPR151 activ: 0.3
COc1cc(C(F)(F)F)nc2ccc(C)c(N)c12
  GPR151 activ: -2.7
Cc1cc(Nc2ccncc2)n2nc(C)c(-c3ccccc3Cl)c2n1
  GPR151 activ: 0.1
COc1cncc(-c2cncc(N3CCN(c4ccncc4)CC3)n2)c1
  GPR151 activ: 0.5
COc1ccc(Cn2cnc3c(-c4ccco4)nc(Cl)nc32)cc1
  GPR151 activ: -1.5

Cc1cc(Nc2ccc(C(F)(F)F)cc2)n2ccnc2n1
  GPR151 activ: 1.7
CC1CCCCN1C(=O)NCCc1coc(-c2ccc(F)cc2)n1 (configuration not stated)
  GPR151 activ: 1.2
CCCCc1ccc(NC(=O)Nc2ccc(O[C@H]3CCCC[C@H]3N(C)c3ccccc3)c(F)c2)cc1
  GPR151 activ: -3.5
Clc1cccc(C(c2ccc(CN3CCNCC3)cc2)n2ccnc2)c1 (configuration not stated)
  GPR151 activ: -0.9
COc1cccc(CC(=O)N2CCC(n3c(C)nc4ccc(F)cc43)CC2)c1
  GPR151 activ: 0.0
O=C(CCC1CCCCC1)Nc1cccc(-c2nnc(-c3ccco3)o2)c1
  GPR151 activ: -4.7
c1ccc(Oc2ccc(-c3cc(N4CCOCC4)n[nH]3)cc2)cc1
  GPR151 activ: -0.4
CC(C)n1ncc2c(C(=O)NCC(c3cccs3)N3CCOCC3)cc(-c3ccccc3)nc21 (configuration not stated)
  GPR151 activ: -2.9
O=C(C(Cc1c[nH]c2ccccc12)NS(=O)(=O)c1ccc(Cl)cc1)N1CCCCC1 (configuration not stated)
  GPR151 activ: -2.3
Cc1ccc(-c2nc(CN(Cc3ccccn3)C(C)C)cs2)o1
  GPR151 activ: -0.7
c1ccc(-c2nc(NC3CCCCC3)cc(C3CC3)n2)nc1
  GPR151 activ: -0.6
O=C(OCc1ccccc1)N1CCC(c2cc(-c3ccncc3)c(-c3ccc(F)cc3)[nH]2)CC1
  GPR151 activ: -1.6
O=C(Nc1cccc(-c2ccc(NCCCN3CCCC3)nc2)c1)c1ccccc1
  GPR151 activ: 0.2
COc1cc(C2=NCCN2)ccc1-c1cn(-c2cccc(C3=NCCN3)c2)nn1
  GPR151 activ: -1.0
c1ccc(Oc2ccc(-c3cc(CN4CCOCC4)[nH]n3)cc2)cc1
  GPR151 activ: -0.6

COc1cc(Br)cc2cc(C(=O)Nc3cccc(C(F)(F)F)c3)c(=O)oc12
  GPR151 activ: 0.9
CC(C)(C)c1cc(C(=O)N2CCN(c3nccnc3C#N)CC2)n(Cc2ccccc2)n1
  GPR151 activ: 0.5
Cc1cccc(Cn2ccc(NC(=O)c3ccc4c(c3)OCO4)n2)c1
  GPR151 activ: -1.1
COc1ccccc1OCCCCn1c(C2CC2)nc2ccccc21
  GPR151 activ: 3.1
CCN(CC)CCCN1CCN(C(=O)c2cccc(-c3noc(C(F)(F)F)n3)c2)CC1
  GPR151 activ: -1.7
Clc1ccc(CCNc2cc(-c3ccccc3)nc3ncnn23)cc1
  GPR151 activ: 1.8
FC(F)(F)c1cnc(Sc2nnc(-c3ccncc3)o2)c(Cl)c1
  GPR151 activ: -0.3
CC(C)(C)c1cnc(NC(=O)c2ccccc2O)s1
  GPR151 activ: -5.3
O=C(Nc1cnc2ccccc2c1)c1cccc(-n2cnnn2)c1
  GPR151 activ: -0.7
Clc1ccc(-n2cc(COc3ccnc4ccccc34)nn2)cc1
  GPR151 activ: -0.1
CCC(NC(=O)c1ccccc1NC(=O)c1ccc(C)cc1)C(=O)OC (configuration not stated)
  GPR151 activ: 3.7
COc1cc(CN2CCC3(C=Cc4ccccc43)CC2)cc2c1OCO2
  GPR151 activ: -1.2
CN1CCN(S(=O)(=O)c2ccc(-c3ccc4c(Nc5ncc(Cl)cn5)ccnc4c3)cc2)CC1
  GPR151 activ: -0.2
COc1cc(NC(=O)Cc2nn(C)c(=O)c3ccccc23)ccc1Cl
  GPR151 activ: 0.5
c1ccc(Oc2ccc(-c3cc(N4CCNCC4)n[nH]3)cc2)cc1
  GPR151 activ: 2.8

Cc1cc(NCC(C)C)c2[nH]nc(-c3ccccc3)c2n1
  GPR151 activ: -2.1
CNC(=O)c1cc(S(=O)(=O)N2CCN(c3ccccn3)CC2)cs1
  GPR151 activ: -0.3
N=C(N)c1ccc(-c2cc(-c3ccccc3)on2)cc1
  GPR151 activ: 0.4
COCC(C)NC(=O)CSc1ncnc2sc(-c3ccccc3)cc12 (configuration not stated)
  GPR151 activ: 2.7
O=C(NC1CCN(c2ccnc3ccccc23)C1)c1cccc(C(F)(F)F)c1 (configuration not stated)
  GPR151 activ: -0.9
c1ccc(Oc2ccc(-c3cc(C4CCOCC4)[nH]n3)cc2)cc1
  GPR151 activ: 1.2
c1ccc(-c2cc(N3CCCCC3)c3ccccc3n2)nc1
  GPR151 activ: -1.1
OCCc1ccc(Nc2nccc(-c3nnc4ccccn34)n2)cc1
  GPR151 activ: 0.0
O=C(COc1cccc(F)c1)Nc1nc(-c2ccccn2)cs1
  GPR151 activ: -2.3
COc1ccc(-c2cnc3cnc(-c4cccc(OC(C)C)c4)cn23)cc1
  GPR151 activ: -0.4
Cn1c(=O)c2c(S(C)(=O)=O)snc2n(C)c1=O
  GPR151 activ: -0.6
CCS(=O)(=O)N(Cc1ccco1)Cc1cc2ccc(C)cc2[nH]c1=O
  GPR151 activ: 3.4
Cc1[nH]c2ccccc2c1C(c1cccs1)N1CCN(C)CC1 (configuration not stated)
  GPR151 activ: -0.4
c1csc(-c2cnc3sc(NCC4CCOCC4)nn23)c1
  GPR151 activ: 1.2
COc1ccc(-c2cc(NC(=O)c3ccc(F)cc3Cl)ccc2OC)cc1
  GPR151 activ: 4.8

Nc1nccc2ccc(Oc3ccncc3)cc12
  GPR151 activ: 0.5
Cc1cc2nc(NC(=O)C(C)(C)C)nc(Cl)c2n1Cc1ccc(Cl)cc1
  GPR151 activ: 1.7
O=C(NCCN1CCCC1)c1cc(NCCCCN2CCC(F)(F)CC2)nc2ccc(Cl)cc12
  GPR151 activ: -0.1
COc1ccc2nc(C)cc(OCC(=O)Nc3ccccc3OC)c2c1
  GPR151 activ: 3.0

Part of the list above in order of formula weight, low to high:
Nc1nccc2ccc(Oc3ccncc3)cc12
  GPR151 activ: 0.5
COc1ccc(-c2cc(NC(=O)c3ccc(F)cc3Cl)ccc2OC)cc1
  GPR151 activ: 4.8
O=C(NCCN1CCCC1)c1cc(NCCCCN2CCC(F)(F)CC2)nc2ccc(Cl)cc12
  GPR151 activ: -0.1

For reference, some entries already given:
CN1CCN(S(=O)(=O)c2ccc(-c3ccc4c(Nc5ncc(Cl)cn5)ccnc4c3)cc2)CC1
  GPR151 activ: -0.2
COc1cc(NC(=O)Cc2nn(C)c(=O)c3ccccc23)ccc1Cl
  GPR151 activ: 0.5
c1ccc(Oc2ccc(-c3cc(N4CCNCC4)n[nH]3)cc2)cc1
  GPR151 activ: 2.8
Cc1cc(NCC(C)C)c2[nH]nc(-c3ccccc3)c2n1
  GPR151 activ: -2.1
CNC(=O)c1cc(S(=O)(=O)N2CCN(c3ccccn3)CC2)cs1
  GPR151 activ: -0.3
N=C(N)c1ccc(-c2cc(-c3ccccc3)on2)cc1
  GPR151 activ: 0.4
COCC(C)NC(=O)CSc1ncnc2sc(-c3ccccc3)cc12 (configuration not stated)
  GPR151 activ: 2.7
O=C(NC1CCN(c2ccnc3ccccc23)C1)c1cccc(C(F)(F)F)c1 (configuration not stated)
  GPR151 activ: -0.9
c1ccc(Oc2ccc(-c3cc(C4CCOCC4)[nH]n3)cc2)cc1
  GPR151 activ: 1.2
c1ccc(-c2cc(N3CCCCC3)c3ccccc3n2)nc1
  GPR151 activ: -1.1
OCCc1ccc(Nc2nccc(-c3nnc4ccccn34)n2)cc1
  GPR151 activ: 0.0
O=C(COc1cccc(F)c1)Nc1nc(-c2ccccn2)cs1
  GPR151 activ: -2.3
COc1ccc(-c2cnc3cnc(-c4cccc(OC(C)C)c4)cn23)cc1
  GPR151 activ: -0.4
Cn1c(=O)c2c(S(C)(=O)=O)snc2n(C)c1=O
  GPR151 activ: -0.6
CCS(=O)(=O)N(Cc1ccco1)Cc1cc2ccc(C)cc2[nH]c1=O
  GPR151 activ: 3.4
Cc1[nH]c2ccccc2c1C(c1cccs1)N1CCN(C)CC1 (configuration not stated)
  GPR151 activ: -0.4
c1csc(-c2cnc3sc(NCC4CCOCC4)nn23)c1
  GPR151 activ: 1.2
COc1ccc(-c2cc(NC(=O)c3ccc(F)cc3Cl)ccc2OC)cc1
  GPR151 activ: 4.8
Nc1nccc2ccc(Oc3ccncc3)cc12
  GPR151 activ: 0.5
